PostGolgi yeast = growth inhibition of a yeast mutant, post-Golgi transport screen | hit rate 0.9% among 98,000 | post-Golgi transport phenotypic cell assay | inhibition, % at 10 µM;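 also: yeast cells grown in 1536-well plates; yeast grown about 18 h at 30C before absorbance read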
PLAP activator = activates human placental alkaline phosphatase | P05187 | purified PLAP enzyme, luminescent substrate read-out; hits give high values | activation fold at 20 µM | hit rate 1.2% among 96,000 | AID 696; in the data active = activation fold above about 2
sEH inh = soluble epoxide hydrolase (human) inhibition; P34913; recombinant human sEH enzymatic activity assay; inhibition, % at 2 µM; hit rate 0.34% among 91,000; AID 707; in the data active = inhibition above about 80%; also: values of inactives mirror those of a sister screen read the other way; many of its hits are not listed in these tables
PostGolgi ctrl = yeast control strain growth, post-Golgi counter-screen; efflux-deficient yeast background strain, growth absorbance A615, 16 h; inhibition, % at 10 µM; hit rate 5% among 98,000; AID 738
E coli WT exp = E. coli BW25113 growth inhibition, expanded screen | OD600 absorbance | growth inhibition, % at 100 µM | hit rate 0.15% among 98,000;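 active = growth inhibition above about 50% at one test dose, limit read from the data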;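 also: growth measured after 20 h incubation at 37 °C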
S1P2 antag = S1P2 (human) receptor antagonism; O95136; cell-based S1P2 antagonist assay, inhibition at 5 uM; inhibition, % at 5 µM; hit rate 0.21% among 97,000; AID 736; in the data active = inhibition above about 45%;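 also: CRE beta-lactamase reporter cells expressing human S1P2 stimulated with S1P; 0% = agonist at EC80 alone and 100% = agonist plus reference antagonist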
sEH act = activators of human soluble epoxide hydrolase | purified human sEH enzymatic activity, activator screen | activation, % at 2 µM | P34913 | hit rate 0.04% among 91,000; in the data active = activation above about 37%; also: values of inactives mirror those of a sister screen read the other way
CD11b adhes inh = blocks human CD11b/CD18 adhesion to fibrinogen | inhibition, % at 10 µM | hit rate 0.54% among 93,000 | P05107+P11215 | K562 CD11b/CD18 adhesion to fibrinogen, ATPlite luminescence; Mn2+ added to activate the integrin;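 active = primary inhibition of 50% or more at 10 µM, then 40% or more on retest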; also: some results filed as inactive read as strong as hits
Target sequence (P05107 whole entry, looked up, other chains not shown): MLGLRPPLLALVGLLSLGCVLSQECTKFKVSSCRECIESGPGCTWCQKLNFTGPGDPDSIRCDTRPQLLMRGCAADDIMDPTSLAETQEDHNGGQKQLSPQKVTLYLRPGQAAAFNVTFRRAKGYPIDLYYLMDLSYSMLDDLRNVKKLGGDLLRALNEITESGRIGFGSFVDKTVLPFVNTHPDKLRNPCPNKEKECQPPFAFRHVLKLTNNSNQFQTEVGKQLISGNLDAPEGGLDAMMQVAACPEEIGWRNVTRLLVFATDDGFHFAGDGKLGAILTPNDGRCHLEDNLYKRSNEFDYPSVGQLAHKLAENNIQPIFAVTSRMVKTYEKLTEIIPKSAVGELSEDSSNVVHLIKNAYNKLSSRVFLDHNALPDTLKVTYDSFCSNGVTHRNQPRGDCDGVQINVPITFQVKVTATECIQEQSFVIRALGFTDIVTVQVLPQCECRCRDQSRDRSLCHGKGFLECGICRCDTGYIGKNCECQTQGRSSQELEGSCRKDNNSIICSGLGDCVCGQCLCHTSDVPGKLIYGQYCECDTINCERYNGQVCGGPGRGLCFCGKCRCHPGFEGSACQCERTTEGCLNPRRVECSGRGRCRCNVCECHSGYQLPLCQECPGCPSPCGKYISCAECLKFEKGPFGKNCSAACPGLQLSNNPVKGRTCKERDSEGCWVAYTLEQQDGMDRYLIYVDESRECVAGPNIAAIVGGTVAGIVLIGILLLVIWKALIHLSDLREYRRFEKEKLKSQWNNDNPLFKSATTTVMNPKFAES
S1P2 ag = agonists of human S1P2 receptor; O95136; S1P2-expressing cell line, agonist reporter read-out; activation, % at 4.5 µM; hit rate 0.46% among 97,000; AID 729; in the data active = activation above about 16%;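 also: 0% = vehicle low control and 100% = maximal reference agonist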
Starred values were filed as active, the others as inactive; . = not tested or not shown. Rule as the data show it, unless noted: active = inhibition above about 30%; inactive = the rest. Compounds were not picked by outcome; 7.1% or so of the library scored in one or more.

SMILES	PostGolgi yeast	PLAP activator	sEH inh	PostGolgi ctrl	E coli WT exp	S1P2 antag	sEH act	CD11b adhes inh	S1P2 ag
O=C(Nc1ccc(Cl)cc1)N(C1=NCCC1)c1ccc(OC(F)F)cc1	-8	1	23	9	3	-3	-21	-1	-3
Cc1cc(NC(=O)c2ccc(S(=O)(=O)N(C)C)cc2)n(-c2ccccn2)n1	-1	1.2	-6	6	-3	6	9	.	-5
CCOC(=O)c1cnc(-c2ccccc2)nc1N	-9	1	6	0	-2	-27	-3	5	-4
CCOc1cc(S(=O)(=O)NCc2cccs2)ccc1Cl	3	0.8	-8	14	7	-22	6	-7	1
O=C(c1n[nH]c(=O)c2ccccc12)N1CCN(C2c3ccccc3-c3ccccc32)CC1	12	1	5	33*	-6	4	-3	.	-9
CCCOc1ccc(Oc2cc(C)nc(SC)n2)nn1	9	1.1	-2	15	2	20	5	.	-6
CN1C=CC=C/C1=C(\C#N)c1nc2ccccc2[nH]1	7	0.7	-19	-1	9	-16	18	-7	0
CCOc1ccc(NC(=O)c2cc3n(n2)C(C(F)(F)F)CC(c2ccco2)N3)cc1 (stereo not drawn)	-4	1.1	19	1	-8	1	-20	8	-3
Cn1ncc([N+](=O)[O-])c1C(=O)Nc1ccc2c(c1)OCCO2	-1	0.8	-5	4	3	12	4	.	-4
CC(=O)c1cccc(NS(=O)(=O)c2ccc3c(c2)oc(=O)n3C)c1	5	0.9	2	-11	4	11	1	-4	-3
Cc1cccc(C(OC(=O)c2ccco2)C(=O)NCc2ccccc2)n1 (stereo not drawn)	-2	.	14	-1	-17	11	-16	.	-2
CCN1C(=O)c2cccc3c(NC(=O)c4ccccc4)ccc1c23	.	.	9	.	.	2	-4	.	-2
C=CCSc1nc(N)c(C#N)c(-c2ccccc2)c1C#N	-1	0.9	2	-9	-6	-1	-4	-4	-3
Cc1nn(Cc2ccccc2Cl)c2sc(C(=O)NCc3ccc4c(c3)OCO4)cc12	-4	1.5	41	29	-22	-13	-44	10	-4
Oc1ccc2[nH]cnc2c1CN1CCCCC1	12	1.1	4	0	2	-1	-4	9	-6
COc1cc(OC)c(Cl)cc1N	6	0.8	.	-6	12	.	.	-1	.
Cc1ccc2oc3c(c(=O)c2c1)C(c1ccc(F)cc1)N(CCCN1CCOCC1)C3=O (stereo not drawn)	-11	1.6	-12	1	3	5	11	-10	-4
O=c1n(-c2ccccc2)c(=O)n2n1CCCC2	-3	1.2	4	6	-2	19	-4	22	-2
NS(=O)(=O)c1ccc(CCNC(=O)C2CCCCC2)cc1	-10	0.8	9	3	-6	5	-10	-13	-1
C=CCSc1nc2c(c(=O)[nH]1)C(C(C)C)C(C#N)=C(N)O2 (stereo not drawn)	-1	0.9	11	1	0	11	-12	-9	-4
O=C1CCc2cc(S(=O)(=O)N3CCCC3C(=O)NC3CCCCCCC3)ccc2N1 (stereo not drawn)	-6	1.5	-8	-2	4	-10	6	-7	-3
COc1ccc(Cl)cc1C(=O)N1CCN(c2ccccn2)CC1	-4	1.2	-5	3	4	-12	5	.	-4
Cc1[nH]nc2c1C1(CCOC1C)C(C#N)=C(N)O2 (stereo not drawn)	-3	1	-10	9	10	-8	13	4	-4
CN(CC(=O)Nc1ccc(S(N)(=O)=O)cc1)c1ccccc1	-5	1.2	-1	-1	2	6	4	5	-2
Cc1cc2ncc(C(=O)Nc3ccccc3)c(C)n2n1	-14	0.8	2	0	-6	-18	3	-2	-8
CC(=O)NCN1CCN(CNC(C)=O)CC1	-4	0.9	.	1	1	13	.	-2	-4
COc1ccc(Oc2coc3c(CN4CCOCC4)c(O)ccc3c2=O)cc1	-3	0.9	7	2	1	-18	-5	7	-3
CCSC1=NC2(CCCCC2)Nc2sc3c(c21)CCCC3	11	1.6	11	17	8	-7	-12	-24	-6
Cc1nnc(SCC(=O)N2CCC(C(N)=O)CC2)s1	13	.	-7	4	-8	-8	10	.	-3
CCOC(=O)N1CCC(Nc2ncnc3c2cnn3-c2ccc(Cl)cc2)CC1	-13	0.9	-4	-1	-7	-3	2	2	-3
N#CCSc1nc(N)c(C#N)c(C2CCCCC2)c1C#N	18	1	6	51*	11	-14	-8	.	-1
COC(=O)c1ccc(S(=O)(=O)N2CCCC2)o1	-5	0.7	2	4	1	-7	-2	-24	-7
COc1ccc(N(CC(=O)NC2CCCCC2)C(=O)CNC(=O)c2ccco2)c(OC)c1	.	.	7	.	.	-10	-7	.	-7
Cc1ccc(-n2nc(C(=O)NCc3ccc(C)o3)c3c4ccccc4n(C)c3c2=O)cc1	1	1.4	-7	12	-6	3	4	-28	1
Cc1c(Cl)cccc1N=Cc1ccc([N+](=O)[O-])s1	10	0.8	8	13	-11	36	-6	.	-3
COc1ccccc1NC(=O)CSc1nnc(CC(=O)Nc2cccc(C(F)(F)F)c2)n1C	3	0.8	6	5	2	-16	-5	-16	-5
CS(=O)(=O)N1CCC(C(=O)O)CC1	-1	1.1	-24	5	0	-14	18	-12	-5
OC(c1ccccc1)C1CN(Cc2ccccc2)CCC1(O)c1ccccc1 (stereo not drawn)	-2	0.8	4	6	9	2	0	-2	-2
CC(C)(C)Cc1nc(-c2ccc(Cl)cc2)no1	-7	1	-26	11	2	-2	23	-5	-7
O=C1Nc2ccccc2/C1=C/C(=O)c1cccs1	21	0.8	0	19	12	4	0	5	-7
COc1ccc(NC(=O)CCCNS(=O)(=O)c2cccs2)cc1	-2	1.1	.	6	14	.	.	-17	.
Cc1cc2nncn2c(Cc2ccccc2)n1	20	1.7	.	9	-9	.	.	3	.
C=CCNc1nc(N)c(C(=O)Nc2cc(C)on2)s1	-6	0.9	-8	1	4	21	8	1	-2
CN(CC(=O)NCCN1CCCCCC1)S(=O)(=O)c1cccc2nsnc12	10	1.1	4	6	4	-9	-4	-21	-5
CC1(C)C2(C#N)C(N)=NC3(OCCO3)C12C#N (stereo not drawn)	4	0.9	-4	0	3	-9	3	-2	-4
CCOC(=O)N1CCN(C(=O)c2ccc(CNS(=O)(=O)c3ccc(OC)cc3)cc2)CC1	-3	1.4	.	4	-4	-4	.	1	-9
OCCN1CN=C(Nc2nc3ccccc3o2)NC1	-5	1	-5	23	-1	5	7	3	-4
CCOc1cc(N2CCOCC2)c(OCC)cc1NC(=O)Cc1cn2ccsc2n1	7	1.5	-10	-9	-15	-6	11	-3	-6
O=C(CSc1nc2scc(-c3ccco3)c2c(=O)n1-c1ccccc1)NCC1CCCO1 (stereo not drawn)	3	1.4	-3	4	-2	-7	4	0	-4
COc1ccc(C)cc1NC(=O)c1cc2cc3ccc(C)cc3nc2o1	-3	1	-16	13	0	6	13	.	-3
Cc1cc(C)n(-c2nc(NCCCO)c3c4c(sc3n2)CCCC4)n1	16	1.7	-19	35*	11	4	16	-3	0
CCOc1ccc(-c2nc(CSCC(=O)NC3CCCc4ccccc43)c(C)o2)cc1 (stereo not drawn)	-8	1.7	6	17	-18	-9	-8	45	4
CCn1cc(C(=O)NC2CCCCCC2)c2cc(OC)c(OC)cc2c1=O	0	1.5	.	2	-6	.	.	0	.
CCC(NC(=O)c1cccc(Cn2nc(C)c([N+](=O)[O-])c2C)c1)c1ccc(C(C)C)cc1 (stereo not drawn)	-3	1.1	-1	-5	-10	-6	1	10	-5
CCOC(=O)CCCNC(=O)CCCNC(=O)C(c1ccccc1)c1ccccc1	2	.	6	-4	-1	7	-8	.	-12
Cc1cc(C)c(C)c(OCCOCCN2CCOCC2)c1	5	1.1	-12	17	7	9	13	-5	-5
CCOC(=O)C(C)Sc1nc(-c2ccccc2)nc2ccc(F)cc12 (stereo not drawn)	-8	0.9	2	8	-2	-12	2	.	-3
COc1ccc(CNC(=O)CCCCCn2c(SCC#N)nc3cc4c(cc3c2=O)OCO4)cc1	-4	2.1*	.	-3	-2	.	.	8	.
Cc1cccc(N(C(=O)c2cnc3n(c2=O)CCS3)C2CCCCC2)c1	.	.	6	.	.	-12	-3	.	-1
CCCc1cc(=O)oc2cc3oc(C)c(C)c3cc12	21	0.9	.	-4	2	-5	.	-5	-6

Other compounds.
SMILES	PostGolgi yeast	PLAP activator	sEH inh	PostGolgi ctrl	E coli WT exp	S1P2 antag	sEH act	CD11b adhes inh	S1P2 ag
CCCn1c(SCc2ccon2)nc2ccccc2c1=O	3	0.7	3	10	-3	-36	-2	-48	-3
O=C(Nc1nc2ccccc2[nH]1)C1CC(=O)N(c2ccc3c(c2)OCCO3)C1 (stereo not drawn)	-6	2.9*	-6	15	-3	2	5	0	-9
CC1(C)Cc2c(c(N3CCOCC3)nc3sc4c(NCc5ccccc5)nnnc4c23)CS1	7	1.4	-12	6	-9	-13	14	0	-7
CCOC(=O)COc1cccc2c(=O)n(CC(=O)N3CCCc4ccccc43)ccc12	-5	1.1	6	1	2	12	-7	-8	-11
NC(=O)c1ccc[n+](CC(=O)OCCC23CC4CC(CC(C4)C2)C3)c1	10	1	0	-3	6	0	2	.	-5
c1ccc2cc(-c3csnn3)ccc2c1	-1	1	-6	6	1	-20	6	20	-4
O=C(CSc1nnc(-c2ccco2)c(-c2ccco2)n1)Nc1ccccc1	1	1.1	8	-4	-4	12	-5	12	-3
CC(C)CCOc1ccc(C(=O)NCCC(=O)N2CCOCC2)cc1	10	1.6	0	11	11	-8	2	-22	0
O=C(Nc1ccc2oc(-c3ccccc3)nc2c1)c1ccc2c(c1)OCCO2	-1	1.2	30	17	-8	9	-29	-6	-8
OCCN(Cc1ccccc1)Cc1ccccc1F	-1	0.8	-4	3	7	-13	8	4	-1
CCCCCOc1ccc(NS(C)(=O)=O)cc1	-3	1.1	0	5	12	-8	1	-7	-2
COC(=O)C1=NN(c2ccc(C)cc2)C2(S1)SC(C(C)=O)=C(C)N2c1ccccc1 (stereo not drawn)	7	1.1	-22	19	-16	-21	25	0	1
O=C(Nc1ccc2c(c1)C(=O)N(CC1CCCO1)C2=O)c1ccccc1Br (stereo not drawn)	-3	1.1	-2	5	-14	3	3	-12	-8
CC1(C)CC(O)(CNCc2ccc3c(c2)OCO3)CCO1 (stereo not drawn)	-6	1.1	1	0	-9	-11	-2	.	-9
O=C(O)CSc1nnc(-c2ccc(S(=O)(=O)N3CCCC3)cc2)n1Cc1ccco1	1	1.2	-9	-6	-9	12	10	0	-4
C=CCc1cccc(C2Nc3ccccc3C(=O)N2O)c1O (stereo not drawn)	10	1.3	-7	8	48	5	6	29	-8
C=CCCC(=O)Nc1ccc(COC(=O)N2CCOCC2)cc1	-1	0.8	-10	1	6	8	9	-21	-3
CCOC(=O)c1c(N)sc(C(O)(C(F)(F)F)C(F)(F)F)c1-c1ccccc1	3	1.6	-8	32*	7	-9	11	-28	2
CCCCCC1CC(CC(C)C(=O)Nc2nncs2)C(=O)O1 (stereo not drawn)	16	.	1	-5	-1	-1	-3	.	-4
Cc1cc(-c2cccnc2)c(C#N)c(SCc2cccc(F)c2)n1	2	0.9	4	9	-14	-29	-2	.	-2
CCOC(=O)c1oc2ccc3c(c2c1C)C(=O)CC1(CCN(C(=O)OCC)CC1)O3	-7	1.4	.	35*	-10	.	.	8	.
CCN(C(=O)CSc1nnnn1-c1cc(C)ccc1OC)C1CCS(=O)(=O)C1 (stereo not drawn)	-1	1.4	.	2	5	.	.	1	.
Cc1ccc(-c2csc3nc(C)n(-n4cccc4)c(=O)c23)o1	25	1	.	-3	-8	.	.	-4	.

Among those listed so far, 3 have a nitro group on carbon.
SMILES	PostGolgi yeast	PLAP activator	sEH inh	PostGolgi ctrl	E coli WT exp	S1P2 antag	sEH act	CD11b adhes inh	S1P2 ag
Cn1ncc([N+](=O)[O-])c1C(=O)Nc1ccc2c(c1)OCCO2	-1	0.8	-5	4	3	12	4	.	-4
Cc1c(Cl)cccc1N=Cc1ccc([N+](=O)[O-])s1	10	0.8	8	13	-11	36	-6	.	-3
CCC(NC(=O)c1cccc(Cn2nc(C)c([N+](=O)[O-])c2C)c1)c1ccc(C(C)C)cc1 (stereo not drawn)	-3	1.1	-1	-5	-10	-6	1	10	-5
